IL-1B inflam inh: blocks inflammasome-driven IL-1 beta release | THP-1 LPS/ATP IL-1B secretion, AlphaLISA, 16 h; active compounds read low | activity change, % at 57.5 µM | actives 4.7% (n = 360,000) | AID 743279; in the data active means activity change below about -50%; inconclusive means mostly about -30% to -49%; further: on the % scale 0 is the no-effect control and ±100 the full control effect
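Secreted IL-1B measured by AlphaLISA bead assay after 16 h compound exposure of THP-1 cells; compounds (final up to 57.5 uM) added 1 h before LPS (250 ng/mL) and ATP (1.25 mM) stimulation; lower signal means less secretion.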
HT1080NT lethal: kills 2HG-producing HT-1080-NT fibrosarcoma cells | actives 1.6% (n = 360,000) | Potency, µM (top dose mostly 46.1 µM), without a hit: at the highest dose activity, negative = less viability, usual class: cytotoxic | HT-1080-NT fibrosarcoma viability, CellTiter-Glo ATP luminescence, 48 h;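 further: NT is the 2HG producing partner of a matched IDH1 knockdown line; potency means the concentration at half of the fitted maximal effect; 0% = DMSO-treated cells and -100% = media-only wells without cells; nearly all actives have a fitted effect of over 55% in size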
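A 48-hour cytotoxicity screen used HT-1080-NT cells plated 2 hours before compound delivery. ATP-based CellTiter-Glo luminescence measured viability, normalized to DMSO and no-cell controls.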
HT1080 IDH1KD tx: HT-1080 IDH1 knockdown cell toxicity (counter line); HT-1080 IDH1 knockdown viability, ATP luminescence, 48 h; Potency, µM (highest dose often 46.1 µM), inactives show top-dose activity, negative = toxicity, most hits filed as cytotoxic; actives 2% (n = 360,000); AID 686971;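 further: potency means the concentration at half of the fitted maximal effect; 0% = DMSO wells and -100% = cell-free medium wells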
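Knockdown cells (IDH1KD HT-1080) received compounds 2 h after plating at 750 cells/well and were kept 48 h at 37 °C in 5% FBS RPMI. A CellTiter-Glo luminescence read gave % activity for curve fitting.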
SW480 rereplic: inducers of DNA re-replication in SW480 colon cancer cells | SW480 DNA re-replication, Hoechst DNA content imaging, 48 h | actives 1.8% (n = 340,000) | Potency, µM (highest dose often 46.1 µM), inactives show at the highest dose re-replication activation, actives largely listed as activators | AID 624297; further: potency means the concentration at half of the fitted maximal effect; % of control where 0% means no effect; nearly all actives have a fitted effect of over 55% in size
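Hoechst fluorescence of nuclei (405 nm excitation, 500-530 nm emission) measured by plate-scanning imager after 48 hr compound exposure at 37 C; re-replication scored as increased number of nuclei with elevated intensity.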
DRD3 agonist: activates the human D3 dopamine receptor. actives 0.58% (n = 410,000). D3R DiscoveRx beta-arrestin cells, luminescence, 90 min. max activation, %. P35462; in the data active means max activation above about 30%; further: 0% is about no effect; mostly tested at two doses, the higher about 12 µM
Target sequence (P35462 whole entry, looked up): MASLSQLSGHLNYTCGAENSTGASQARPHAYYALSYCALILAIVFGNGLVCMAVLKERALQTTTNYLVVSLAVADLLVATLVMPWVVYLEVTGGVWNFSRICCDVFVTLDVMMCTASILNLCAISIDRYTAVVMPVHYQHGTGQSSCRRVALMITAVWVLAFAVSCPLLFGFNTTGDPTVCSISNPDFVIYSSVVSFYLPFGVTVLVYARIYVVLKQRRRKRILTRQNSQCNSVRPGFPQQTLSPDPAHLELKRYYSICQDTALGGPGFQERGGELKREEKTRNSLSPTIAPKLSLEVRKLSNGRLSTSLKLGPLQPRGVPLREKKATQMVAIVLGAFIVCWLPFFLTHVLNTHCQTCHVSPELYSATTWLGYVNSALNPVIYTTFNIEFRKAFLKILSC
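Agonist mode: compounds and dopamine controls were applied to plated cells for 90 min at 37 degrees C after an overnight attachment at 1500 cells/well. Luminescent read-out followed 30 - 60 minutes at room temperature with DiscoveRx detection reagent.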
HEK293 tox: cytotoxicity in counter-screen for GLP-1R inverse agonists; HEK293 cAMP-luciferase reporter cells, luminescence, 24 h; Potency, µM (highest dose often 38.3 µM), without a hit: at the highest dose activity change, negative = inhibition, most hits filed as inhibitors; actives 0.13% (n = 410,000); AID 624418;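 further: loss of luciferase light is scored as toxicity; potency means the concentration at half of the fitted maximal effect; on the % scale 0 is the no-effect control and ±100 the full control effect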
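MLSMR compounds, 24 hr on cells at 37 deg C/5% CO2; luminescence after luciferase reagent (12 min RT). Inhibition counted as the undesired cytotoxic outcome.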
KB-V1 cytotox: kills drug-selected multidrug resistant KB-V1 cells | actives 3.4% (n = 400,000) | KB-V1 MDR cells viability, CellTiter-Glo, 72 h | Potency, µM (doses to about 46.1 µM), for inactives: at the top dose activity change, negative = cytotoxicity, most hits filed as cytotoxic; further: potency means the concentration at half of the fitted maximal effect; on the % scale 0 is the no-effect control and ±100 the full control effect; nearly all actives have a fitted effect of over 60% in size
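Compound-treated KB-V1 multidrug-resistant cells, 72 h, 37 degrees C; viability by CellTiter-Glo. Fitted qHTS curves give the values.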
MCF10A rerep: DNA re-replication induction in MCF 10a cells. MCF 10A DNA re-replication, Hoechst nuclear intensity, 48 h. AID 624296. actives 2.9% (n = 350,000). Potency, µM (highest dose often 46.1 µM), for the others: top-dose activity, positive = re-replication, usual class: activators; further: potency means the concentration at half of the fitted maximal effect; % of control where 0% means no effect; nearly all actives have a fitted effect of over 50% in size
KB-3-1 cytotox: kills parental KB-3-1 adenocarcinoma cells | KB-3-1 viability, CellTiter-Glo ATP luminescence, 72 h | Potency, µM (doses to about 46.1 µM), without a hit: at the top dose activity change, negative = cytotoxic, usual class: cytotoxic | actives 1.4% (n = 400,000) | AID 1347075; further: potency means the concentration at half of the fitted maximal effect; on the % scale 0 is the no-effect control and ±100 the full control effect; nearly all actives have a fitted effect of over 60% in size
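Cells are dispensed, compounds pinned in, plates held at 37 °C for 72 h, then CellTiter-Glo is added and luminescence read after 10 minutes. Cell line: parental KB-3-1 in phenol-red-free DMEM, 10% FBS.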
An asterisk follows results filed as active; i = inactive; ? = inconclusive; / = no result given; [ ] = remark or other dose. Unless noted, the call rests on the fitted dose curve; in most records, active means well fitted curve in the direction sought with a large enough effect; inconclusive means small, poorly fitted or top-dose-only effect, or another doubt; inactive means no such curve, though single readings can be large; an effect the other way counts as inactive or inconclusive.

1: COc1ccc(N2CCN(c3nc(NCCO)nc(N4CCOCC4)n3)CC2)cc1
2: CCCCNc1ccccc1C(=O)OCC(=O)Nc1ccc(S(N)(=O)=O)cc1
3: COc1cc(C(O)c2nc(-c3ccc(F)c(Cl)c3)cs2)ccc1F (stereo not given)
4: O=[N+]([O-])c1cc(-c2n[nH]c(-c3ccccc3)n2)cc([N+](=O)[O-])c1
5: CCOC(=O)C1CCCN(C(=O)Cn2cnc3c2c(=O)n(C)c(=O)n3C)C1 (stereo not given)
6: COc1ccc(-c2sc3cc(OC)c(OC)cc3c2C#CCCO)cc1
7: COc1ccc(C(=O)N2CCN(c3ccccc3)CC2)cc1S(=O)(=O)N1CCCC1
8: COc1ccc2cc(CN(C(=O)Nc3ccccc3)C3CCCC3)c(=O)[nH]c2c1
9: CCCc1nnc(NC(=O)Cc2coc3c(C)c(C)ccc23)s1
10: COc1ccc(C(=O)NNC(=O)C(=O)NCc2ccccc2)cc1
screen / no.,1,2,3,4,5,6,7,8,9,10
IL-1B inflam inh,-7,4,?,20,3,?,i,7,/,-11
HT1080NT lethal,-3%,-10%,?,0%,8%,?,1%,-14%,/,-17%
HT1080 IDH1KD tx,5%,-7%,?,11%,-3%,?,19%,-25%,/,1%
SW480 rereplic,-9%,3%,/,-11%,-2%,?,?,3%,/,-3%
DRD3 agonist,1,1,1,9,32*,0,-3,-7,-11,-10
HEK293 tox,24%,-25%,-7%,-2%,-5%,-20%,4%,-14%,-2%,-5%[7.66 µM]
KB-V1 cytotox,19%,?,3%,?,-1%,-12%,?,?,-21%,-23%
MCF10A rerep,25%,11%,/,-1%,10%,-20%,13%,3%,/,0%
KB-3-1 cytotox,?,16%,0%,2%,1%,0%,-4%,-7%,2%,0%

11: Cc1cc(N2CCOCC2)nc(-c2ccc(Br)cc2)n1
12: Cc1ccc(-n2c(C)cc(C(=O)C(=O)Nc3ccccc3)c2C)c(C)c1
13: Cc1cc(N/N=C/c2ccc(O)cc2O)nc(-n2nc(C)cc2C)n1
14: COC(=O)c1ccc(NC(=O)CN(C)Cc2cccc(F)c2)cc1
15: O=C(NCCCN1CCCC1=O)c1csc2ccccc12
16: CC1(C)CC(NC(=O)c2cccc(Cl)c2)CC(C)(C)N1
17: CCCC(=O)Nc1ccc(N2CCN(C(=O)c3cc4ccccc4o3)CC2)cc1
18: CN1C(=O)N(CC(=O)N2CCN(c3ncccn3)CC2)C(=O)C12CCCCC2
19: CC(=O)C1=C(O)CC(c2ccccc2)CC1=NCCc1ccccc1 (stereo not given)
20: COc1ccccc1C(C)NC(=O)CCC(=O)N1CCN(S(=O)(=O)c2ccc(Cl)cc2)CC1 (stereo not given)
screen / no.,11,12,13,14,15,16,17,18,19,20
IL-1B inflam inh,0,/,53,-105*,15,-17,1,-9,?,-7
HT1080NT lethal,7%,/,-30%,-4%,11%,1%,-6%,0%,2%,-9%
HT1080 IDH1KD tx,14%,/,?,3%,-2%,-12%,0%,2%,2%,-10%
SW480 rereplic,3%,/,?,?,1%,-2%,-1%,-8%,0%,8%
DRD3 agonist,4,-7,-28,-15,-18,0,-5,4,1,0
HEK293 tox,3%,-7%,14%,2%,3%,2%,3%,-2%,8%,-6%
KB-V1 cytotox,?,-6%,?,?,-35%,25%,-17%,0%,?,18µM*
MCF10A rerep,?,/,5.2µM*,1%,9%,-1%,7%,-4%,3%,4%
KB-3-1 cytotox,-13%,-12%,?,-6%,1%,5%,-6%,-1%,-2%,?

21: CCOC(=O)C1=CCN(S(=O)(=O)c2ccccc2F)C1c1ccc(F)cc1 (stereo not given)
22: O=C(c1ccc(F)cc1)c1cn(Cc2ccccc2)c2cc3c(cc2c1=O)OCO3
23: Cn1c2c(c(=O)n(C)c1=O)C(c1ccc(Br)cc1)C(C#N)=C(N)N2 (stereo not given)
24: CN(CCOc1ccc(Cl)cc1)Cc1cccc(S(=O)(=O)N(C)C)c1
25: CCn1c(COc2ccccc2C)nnc1SCC(=O)NCc1ccccc1
26: Cc1ccc(NC(=S)Nc2ccc(F)cc2)cc1
27: Cc1ccc(S(=O)(=O)CCc2nnc(N)s2)cc1
28: COc1ccc(-c2noc(CCC(=O)Nc3ccccc3Cl)n2)cc1OC
29: COc1ccc(CCNC(=O)COC(=O)c2cc(OC)c(OC)cc2OC)cc1
30: Nc1nc2c(nnn2Cc2ccc(Cl)c(Cl)c2)c(=O)[nH]1
screen / no.,21,22,23,24,25,26,27,28,29,30
IL-1B inflam inh,49,/,13,?,19,0,-4,/,25,5
HT1080NT lethal,5%,/,-2%,0%,-10%,-2%,-3%,/,0%,?
HT1080 IDH1KD tx,-1%,/,-3%,-12%,-9%,-15%,-3%,/,2%,-26%
SW480 rereplic,/,/,1%,-4%,-1%,62%,-6%,/,-31%[inhibitor],-8%
DRD3 agonist,-2,-16,-8,47*,-6,-1,-2,5,3,-11
HEK293 tox,-4%,-5%,2%,10%,-16%,-5%,51%[activator],2%,-10%,4%
KB-V1 cytotox,0%,-26%,3%,7.3µM*,-2%,0%,22%,1%,-27%,/
MCF10A rerep,/,/,1%,?,19%,3%,-4%,/,2%[9.22 µM],6%
KB-3-1 cytotox,-2%,-3%,-3%,21µM*,-5%,2%,15%,1%,5%,/

31: COc1ccc(CNC(=O)CN(CC2CCCO2)C(=O)CNS(=O)(=O)c2ccccc2)cc1 (stereo not given)
32: CCOC(=O)c1cnc(-n2nc(C)cc2C)nc1Nc1ccc(OC)cc1
33: CC(=O)Nc1ccc(S(=O)(=O)NC2(C(F)(F)F)NC(=O)N(Cc3ccccc3)C2=O)cc1 (stereo not given)
34: CC(=O)Oc1ccc2c(=O)c(-c3nc4ccccc4s3)coc2c1
35: C/C(=N\OC(=O)c1c(-c2ccccc2Cl)noc1C)c1nccs1
36: COC(=O)c1onc(-c2c(Cl)cccc2Cl)c1C(=O)OC
37: O=C(O)CS(=O)(=O)c1ccc(Oc2ccc(S(=O)(=O)CC(=O)O)cc2)cc1
38: CCN(CC)S(=O)(=O)c1ccc(N2CCCC2)c(C(=O)OCC(=O)Nc2cc(C)on2)c1
39: COc1cc2[nH]c(=O)n(CCCC(=O)NCCc3ccccc3)c(=O)c2cc1OC
40: COc1cc(C(=O)Oc2c(CN3CCOCC3)cc(Cl)c3cccnc23)cc(OC)c1OC
41: CC1CCCC(C)N1C(=O)CSc1nnc(NC(=O)c2cccs2)s1 (stereo not given)
42: COc1cc(NC(=O)CCS(=O)(=O)c2ccc3nc(C)sc3c2)cc(OC)c1OC
43: Cc1cccc(-n2ncc3c(=O)[nH]c(SCC(=O)N4CC(=O)Nc5ccccc54)nc32)c1
screen / no.,31,32,33,34,35,36,37,38,39,40,41,42,43
IL-1B inflam inh,28,-13,i,67,-1,/,-11,?,26,33,13,8,47
HT1080NT lethal,9%,0%,11%,0%,6%,12%,1%,-1%,7%,?,-10%,-1%,1%
HT1080 IDH1KD tx,7%,-2%,20%,-17%,2%,21%,5%,-17%,7%,?,3%,3%,7%
SW480 rereplic,-3%,?,-6%,-2%,2%,-10%,-13%,7%,-4%,?,-4%,0%,-3%
DRD3 agonist,5,-3,3,4,1,8,4,0,-3,-38,-7,3,1
HEK293 tox,-9%,?,5%,2%,-5%,39%[activator],10%,-3%,8%,?,-2%,0%,-4%
KB-V1 cytotox,24%,-6%,7%,-2%,1%,0%,15%,0%,?,?,-2%,0%,-5%
MCF10A rerep,1%,9%,-11%,-3%,1%,-17%,6%,10%,6%,?,12%,1%,-2%
KB-3-1 cytotox,26%,-19%,-1%,6%,1%,20%,-1%,-6%,2%,?,7%,-15%,8%

Sorted by count of non-hydrogen atoms (low to high): some entries from above.
30: Nc1nc2c(nnn2Cc2ccc(Cl)c(Cl)c2)c(=O)[nH]1
15: O=C(NCCCN1CCCC1=O)c1csc2ccccc12
4: O=[N+]([O-])c1cc(-c2n[nH]c(-c3ccccc3)n2)cc([N+](=O)[O-])c1
10: COc1ccc(C(=O)NNC(=O)C(=O)NCc2ccccc2)cc1
5: CCOC(=O)C1CCCN(C(=O)Cn2cnc3c2c(=O)n(C)c(=O)n3C)C1 (stereo not given)
25: CCn1c(COc2ccccc2C)nnc1SCC(=O)NCc1ccccc1
42: COc1cc(NC(=O)CCS(=O)(=O)c2ccc3nc(C)sc3c2)cc(OC)c1OC
31: COc1ccc(CNC(=O)CN(CC2CCCO2)C(=O)CNS(=O)(=O)c2ccccc2)cc1 (stereo not given)
screen / no.,30,15,4,10,5,25,42,31
IL-1B inflam inh,5,15,20,-11,3,19,8,28
HT1080NT lethal,?,11%,0%,-17%,8%,-10%,-1%,9%
HT1080 IDH1KD tx,-26%,-2%,11%,1%,-3%,-9%,3%,7%
SW480 rereplic,-8%,1%,-11%,-3%,-2%,-1%,0%,-3%
DRD3 agonist,-11,-18,9,-10,32*,-6,3,5
HEK293 tox,4%,3%,-2%,-5%[7.66 µM],-5%,-16%,0%,-9%
KB-V1 cytotox,/,-35%,?,-23%,-1%,-2%,0%,24%
MCF10A rerep,6%,9%,-1%,0%,10%,19%,1%,1%
KB-3-1 cytotox,/,1%,2%,0%,1%,-5%,-15%,26%

Source: PubChem
